VIM-2 inhibitor – VIM-2 metallo-beta-lactamase inhibitors, primary screen, biochemical, epi-absorbance readout, Pseudomonas aeruginosa enzyme; purified VIM-2, nitrocefin hydrolysis, epi-absorbance fluorescence; AID 1527, 2009; 0.89% of 290,000 active; inhibition, % at 5.6 µM;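 active = inhibition above the mean of all tested compounds plus 3 SD, cutoff set per screening run, cut at about 7.5% in these data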;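 note: red hydrolysis product quenches plate fluorescence so inhibitors raise well fluorescence; 0% = enzyme with DMSO and 100% = DMSO without enzyme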
IMP-1 inh – IMP-1 metallo-beta-lactamase inhibitors, primary screen, biochemical, epi-absorbance readout, Pseudomonas aeruginosa enzyme; AID 1556, 2009; purified IMP-1, nitrocefin hydrolysis, epi-absorbance fluorescence; inhibition, % at 5.6 µM; metallo-beta-lactamase IMP-1 (Pseudomonas aeruginosa); 0.45% of 290,000 active;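 active = inhibition above the mean plus 3 SD of all compounds in the same screening run, cut at about 4.5% in these data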;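 note: 0% = IMP-1 with DMSO and 100% = DMSO wells lacking enzyme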
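System: purified IMP-1; amount: IMP-1 0.2 nM before substrate addition; compound: single dose, 5.6 µM; times: 25 °C, 15 min preincubation, 25 min reaction; signal: Epi-absorbance via hydrolysed-nitrocefin quenching of white-plate fluorescence, 480/530 nm, EDTA stop; benchmarks: DMSO with and without IMP-1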
CRFR2-BP antag – antagonists of CRF-BP/CRF-R2 complex, primary screen, cell-based, HEK293, calcium dye fluorescence, uHTS. CRF-induced calcium fluorescence. AID 588475, 2011. 0.59% of 350,000 active. inhibition, % at 11.8 µM;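 active = inhibition of the ligand-induced calcium signal above about 50% at the single tested concentration, limit read from the data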
pCIP destab – p/CIP-EGFP fusion destabilizers, primary screen, fluorescence, F442A cells; Q05BA5; 16 h; decrease of EGFP signal, % at 10 µM; 0.01% of 290,000 active;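 active = EGFP signal decrease of at least 30% at 10 µM or well 3 SD below plate mean, unless failing retest; inactive = the rest, including hits failing retest or dose response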; note: some compounds called inactive have numbers as strong as hits; many of its hits are not listed in these tables
IDE cell activ – human IDE activators in live cells, primary screen, fluorescence polarization, HEK cells, FAbeta-B substrate | FAbeta-B cleavage; 0% vehicle, 100% cell-free pure enzyme wells | activation, % at 5.96 µM | 0.073% of 340,000 active | AID 493087, 2011;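 active = activation above the mean of all tested compounds plus 3 SD, set per screening campaign, cut at about 17% in these data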
UBC9 SUMO inh – inhibitors of in vitro SUMOylation cascade, primary screen, biochemical, HTRF, uHTS; inhibition, % at 35 µM; HTRF SUMOylation assay, SAE1/SAE2 + UBC9; AID 2006, 2009; 0.36% of 290,000 active; SUMO-conjugating enzyme UBC9 (Homo sapiens), P63279; in the data active = inhibition above about 50%, passing the limit was not always enough; note: strong numbers were not always called active
Target sequence (P63279 whole entry, looked up): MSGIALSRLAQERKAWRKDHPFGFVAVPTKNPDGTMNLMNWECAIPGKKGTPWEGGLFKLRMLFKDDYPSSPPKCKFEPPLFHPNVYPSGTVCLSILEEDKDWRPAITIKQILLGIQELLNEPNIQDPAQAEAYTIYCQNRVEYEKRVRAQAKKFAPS
GalR3 antagonist – GalR3 antagonists in HEK293 cells, primary screen, cell-based, fluorescence readout. AID 651719, 2012. HEK293 GalR3-CNG cAMP membrane potential fluorescence; galR3 body fused to GalR1 C-terminus. 0.44% of 360,000 active. Galanin receptor type 3 (Homo sapiens), O60755. inhibition, % at 3 µM;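 active = inhibition above the screen-wide average plus 3 SD, cut at about 13% in these data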;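 note: forskolin and galanin both at EC90 stimulate the cells; cAMP rise reported by CNG channel membrane potential dye signal; 0% = forskolin plus galanin with DMSO and 100% = forskolin alone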
Target sequence (O60755 1-299 limits assumed): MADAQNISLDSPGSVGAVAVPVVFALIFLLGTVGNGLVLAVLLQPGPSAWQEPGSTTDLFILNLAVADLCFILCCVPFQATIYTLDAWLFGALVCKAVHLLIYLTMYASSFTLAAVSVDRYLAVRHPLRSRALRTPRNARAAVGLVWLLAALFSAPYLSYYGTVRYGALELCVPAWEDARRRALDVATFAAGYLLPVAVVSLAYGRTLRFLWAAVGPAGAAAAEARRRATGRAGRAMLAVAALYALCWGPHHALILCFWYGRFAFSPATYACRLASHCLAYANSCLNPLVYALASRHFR
NS3 helicase inh – inhibitors of HCV NS3 helicase, primary screen, biochemical, Cy5 molecular beacon fluorescence. Hepatitis C virus NS3 helicase. NS3 helicase DNA unwinding. inhibition, % at 10.9 µM. 0.56% of 290,000 active. AID 1800, 2009;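 active = inhibition above the mean of all tested compounds plus 3 SD, set per campaign, cut at about 35% in these data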;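 note: 0% = DMSO wells and 100% = thioflavine S control wells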
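assay system = NS3 helicase fragment of HCV | buffer or medium = MOPS pH 6.5, MgCl2, DTT, Tween20, BSA | timing = 60 min unwinding reaction at 25 °C after ATP addition | signal = Cy5 beacon fluorescence read at start and 1 h | read-out basis = % inhibition of unwinding | control set = low DMSO, high thioflavine S at 110 µM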
IDE inh – human IDE inhibitors in live cells, primary screen, fluorescence polarization, HEK cells, FAbetaB substrate | 0.41% of 320,000 active | AID 434962, 2010 | FAbetaB cleavage | Insulin-degrading enzyme (Homo sapiens), P14735 | inhibition, % at 5.59 µM;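 active = percent inhibition above the average of all tested compounds plus 3 SD, set per screening campaign, cut at about 16% in these data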;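 note: IDE supplied by intact live HEK cells; FP after avidin binding of uncleaved biotin substrate so inhibition keeps polarization high; 0% = DMSO wells and 100% = 60 µM reference IDE inhibitor Ii1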
The depositor's hits bear a star; · = no result given. Hits appear at their usual frequency. About 3.2% of those tested had a hit in this group.

The line under a structure holds: VIM-2 inhibitor	IMP-1 inh	CRFR2-BP antag	pCIP destab	IDE cell activ	UBC9 SUMO inh	GalR3 antagonist	NS3 helicase inh	IDE inh
CCn1cc(C(=O)OCC(=O)c2cc(C)n(-c3cccc(C(F)(F)F)c3)c2C)c(=O)c2ccc(C)nc21
→ -2.4	-2.0	41	-52	6	20	-11	9	-7
COc1cc(/C=C2\C(=N)N3N=C(S(C)(=O)=O)SC3=NC2=O)ccc1OC(=O)c1cccs1
→ -2.9	-2.7	-5	-73	-7	16	-10	-23	7
CCCc1nnc(SCC(=O)N2CCCCC2C)n1CCOC (centres undefined)
→ -2.3	-1.0	20	0	-2	1	5	-7	-3
CC(=O)Nc1c(N)c2ccccc2oc1=O
→ 0.2	-3.1	11	5	4	-2	1	3	-2
Cc1ccc2oc(=O)c3cnn(CC(=O)N(CCC(C)C)Cc4ccco4)c3c2c1
→ -4.0	-3.7	10	-8	1	11	·	5	-2
CC1CCC2(CC1)NC(=O)N(CC(=O)Nc1ccc3[nH]c(=O)[nH]c3c1)C2=O (centres undefined)
→ ·	·	-1	·	0	·	-5	·	2
O=C(NCc1cc([N+](=O)[O-])ccc1O)c1cccnc1Sc1ccccc1
→ -0.7	-3.3	-3	-1	3	-18	-2	0	-5
O=C(Cc1csc(N2CCOCC2)n1)N/N=C/c1cccc(O)c1
→ -3.3	-0.7	4	3	7	0	·	8	-4
Cc1nc2nc(Cc3ccccc3)[nH]n2c(=O)c1Cl
→ -1.2	-2.2	-1	-3	2	19	3	-4	0
COc1ccc(CNC(=O)CCn2ccc3cc(S(=O)(=O)N4CCCC4)ccc32)cc1
→ -2.9	-3.8	-5	3	4	-3	-9	16	8
CC(C)C(C(=O)NCC1CCCO1)N(C(=O)CNS(=O)(=O)c1ccccc1)c1ccc(F)cc1 (centres undefined)
→ -0.1	0.4	0	1	-1	-4	-8	13	-4
Cc1cccc(NC(=O)Nc2ccc(S(=O)(=O)Nc3onc(C)c3C)cc2)c1
→ ·	·	7	·	0	·	-7	·	-2
CC(C)c1nc(SCC(=O)N2CCN(c3ccccc3)CC2)c2c(=O)n(C)c(=O)n(C)c2n1
→ -3.6	-2.4	-22	-16	5	-21	·	0	·
Cc1ccc(C(=O)N/C(=C\c2ccc(-c3ccccc3[N+](=O)[O-])o2)C(=O)NCCN(C)C)cc1
→ 0.3	-0.8	-10	-10	7	18	-2	-23	2
c1coc(CNCC2OCCc3ccccc32)c1 (centres undefined)
→ -1.7	-1.9	-2	-8	-1	24	5	-5	-1
CCCc1cc(Nc2ccccc2C)n2ncnc2n1
→ 1.6	-2.0	-1	6	10	4	-10	-4	4
COc1ccc(NC(C)=O)cc1NC(C)C(=O)Nc1ccc(F)c(F)c1F (centres undefined)
→ -0.8	-2.2	12	-2	-2	19	-2	7	-2
Cn1c(Nc2ccccc2)nc2ccccc21
→ -2.6	-4.0	-8	-24	8	4	-3	-14	3
COc1cccc2cc(-c3nc4ccccc4[nH]3)c(=O)oc12
→ -0.2	-2.0	0	-11	-5	42	-8	-12	-2
O=C1CCc2cc(NS(=O)(=O)c3ccccc3)cc3c2N1CC3
→ ·	·	-3	·	3	·	-1	·	-2
Cc1ccc(NC(=O)c2ccc3c(c2)S(=O)(=O)c2ccccc2C3=O)cc1S(=O)(=O)N1CCOCC1
→ -0.8	0.6	1	6	5	-17	-5	-14	2
N#CC1=C(N)Oc2n[nH]c(-c3ccccc3)c2C1c1ccsc1 (centres undefined)
→ -2.9	-2.6	4	4	-4	50	12	6	4
O=C(Nc1ccccc1)Nc1ccc2ccccc2n1
→ -2.0	-1.6	1	-13	6	17	-2	-6	-1
CCC(=O)N(Cc1cc(=O)[nH]c2ccccc12)c1cccc(C)c1
→ 1.0	-1.5	6	-8	-2	9	-5	4	-2
CCCSc1nc2c(cnn2-c2ccc(Cl)cc2)c(=O)[nH]1
→ -3.5	-3.1	0	-6	-3	5	-11	1	1
COc1ccccc1C(=O)NC(=O)COC(=O)C1CC2CCCC(C1)C2=O (centres undefined)
→ -1.8	-1.9	-2	-2	2	3	-1	-2	·
COc1ccc(CC(=O)N(Cc2ccccc2)c2cccc(C)c2)cc1OC
→ -3.1	-2.5	14	-13	4	-5	-4	-6	-2
Clc1ccc(Nc2nc(-c3ccncc3)cs2)cc1
→ -3.2	-3.2	-6	·	3	·	-5	-6	-2
CCCOc1ccc(/C(O)=C2/C(=O)C(=O)N(CCCN3CCOCC3)C2c2ccncc2)cc1 (centres undefined)
→ -2.0	-2.8	·	5	·	6	·	-8	·
COc1cccc(NC(=O)Cn2nnc(C(=O)NCc3cccs3)c2N)c1
→ -0.1	-3.6	16	5	-2	13	1	-7	3
Cc1ccc([N+](=O)[O-])cc1N/C=C1\CCCCC1=O
→ 3.9	0.0	-37	0	7	28	3	5	1
Nc1ccc(C(CC(=O)O)n2cccc2)cc1 (centres undefined)
→ -1.0	-5.2	-27	-8	3	3	1	52*	1
CCn1c(=N)n(CC(=O)C23CC4CC(CC(C4)C2)C3)c2ccccc21
→ -4.3	-3.9	-26	-7	-4	3	-2	-15	1
Cc1cc(C)c(C)c(S(=O)(=O)NCCCN2CCCC2=O)c1C
→ -2.9	-2.6	-19	-7	-4	0	-3	11	1
O=C(COc1ccc2ccccc2c1)N/N=C/c1ccccn1
→ -0.2	-3.5	-13	-11	1	15	-1	-5	6
COc1cc(NC(=O)CSc2nc3[nH]ncc3c(=O)n2-c2ccccc2C)cc(OC)c1OC
→ -1.3	-3.0	-7	8	4	-10	4	-1	4
Cc1cc(C)nc(NC(=O)c2cc3ccccc3o2)n1
→ -1.3	-3.6	5	4	-4	-19	-2	-1	-2
COc1ccc(C(O)c2nc3ccccc3n2C)cc1OC (centres undefined)
→ -0.5	-1.2	-19	-28	-5	5	95*	1	5
Cc1cc(C)cc(Oc2ccc(NC(=O)C3CC=CCC3C(=O)O)cc2)c1 (centres undefined)
→ 0.2	-0.4	-8	3	-10	1	-7	6	5
CCOC(=O)CSc1nnc(CNC(=O)Cc2ccccc2)n1C
→ -3.0	-1.8	-23	1	8	11	-4	6	-1
COc1ccc(COC(=O)C2=C(C)NC(=O)NC2c2ccc(O)c(OC)c2)cc1 (centres undefined)
→ -2.9	-4.0	-5	-10	-5	19	8	5	7
CCCN1CCC(=O)N([C@H](CO)c2ccccc2)CC1
→ -1.1	-1.9	10	-10	-1	5	-6	14	2
O=C(CCN1C(=O)/C(=C\c2ccc(F)cc2)SC1=S)Nc1ccc(O)cc1
→ -0.7	-0.1	-2	-19	-1	15	5	6	2
FC(F)(F)c1cccc(CN2CCN(c3ncccn3)CC2)c1
→ ·	·	15	·	5	·	-2	·	5
CC(=O)c1c(C)nc(-c2ccc(Cl)cc2Cl)n1O
→ -2.1	-2.2	3	-5	7	15	5	8	-1
COC(=O)CCCC1=CC2=C(c3ccccc3)C(=O)C(C)(OC(=O)C3CCCC3)C(=O)C2=CN1C1CCCC1 (centres undefined)
→ ·	·	-5	-4	4	-5	-3	·	2
CCOC(=O)CSc1nc2sc3c(c2c(=O)n1CC)CC(C)(C)OC3
→ 0.8	-2.2	0	2	-2	1	-4	-11	-2
CCc1ccc(CNC(=O)C2CCCN(S(=O)(=O)N(CC)c3ccccc3)C2)cc1 (centres undefined)
→ -1.2	-3.2	13	3	7	-10	2	-2	-2
CN(C)c1ccc(NC(=O)Nc2csc3ccccc23)cc1
→ -2.2	-3.6	12	1	·	-6	1	4	6
CCOc1cc(/C=N/NC(=O)COc2nc(C)cc(COC)c2C#N)ccc1O
→ -0.9	-2.7	6	-8	3	16	-4	0	2

Already shown: entries from further up.
The line under a structure holds: VIM-2 inhibitor	IMP-1 inh	CRFR2-BP antag	pCIP destab	IDE cell activ	UBC9 SUMO inh	GalR3 antagonist	NS3 helicase inh	IDE inh
O=C(COc1ccc2ccccc2c1)N/N=C/c1ccccn1
→ -0.2	-3.5	-13	-11	1	15	-1	-5	6
COc1cc(NC(=O)CSc2nc3[nH]ncc3c(=O)n2-c2ccccc2C)cc(OC)c1OC
→ -1.3	-3.0	-7	8	4	-10	4	-1	4
Cc1cc(C)nc(NC(=O)c2cc3ccccc3o2)n1
→ -1.3	-3.6	5	4	-4	-19	-2	-1	-2
COc1ccc(C(O)c2nc3ccccc3n2C)cc1OC (centres undefined)
→ -0.5	-1.2	-19	-28	-5	5	95*	1	5
Cc1cc(C)cc(Oc2ccc(NC(=O)C3CC=CCC3C(=O)O)cc2)c1 (centres undefined)
→ 0.2	-0.4	-8	3	-10	1	-7	6	5
CCOC(=O)CSc1nnc(CNC(=O)Cc2ccccc2)n1C
→ -3.0	-1.8	-23	1	8	11	-4	6	-1
COc1ccc(COC(=O)C2=C(C)NC(=O)NC2c2ccc(O)c(OC)c2)cc1 (centres undefined)
→ -2.9	-4.0	-5	-10	-5	19	8	5	7
